TIM10 inh = growth inhibitors of TIM10 yeast strain. hit rate 1.4% among 330,000. inhibition, % at 10 µM. S. cerevisiae TIM10 strain growth, BacTiter-Glo luminescence, 24 h;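 active = inhibition of 40% or more at the single tested concentration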;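 note: wild-type TIM10 isogenic control strain grown at permissive 25 °C; 0% = DMSO yeast wells and 100% = minimal medium wells without yeast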
tim23-1 inh = growth inhibitors of tim23-1 mutant yeast | S. cerevisiae tim23-1 growth, BacTiter-Glo luminescence, 24 h | inhibition, % at 20 µM | hit rate 1.3% among 330,000 | AID 463212;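 active = growth inhibition of the mutant yeast at or above 50%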;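 note: temperature-sensitive mutant grown at 25 °C; plate controls were DMSO-treated mutant yeast for no effect and medium wells lacking yeast for full effect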
XBP1 UPR activ = adaptive UPR (XBP1) activation; hit rate 0.33% among 330,000; CHO-XBP1 luciferase reporter, IRE1-XBP1 UPR activation, luminescence; percent of tunicamycin response, DMSO as zero; activation, % at 20 µM; AID 463104;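 active = versus positive control, 20 µM dose yields 30% or more activation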;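 note: 100% = tunicamycin at 10 µg/mL and 0% = DMSO only wells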
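Material – CHO cell line with stable XBP1 luciferase reporter · Buffer or medium – F12 plus 10% FBS · Compound – single point, 20 µM final compound, 1% DMSO · Schedule – 16-18 h cell attachment at 37 °C, then 6 h compound exposure · Signal – Steady-Glo luminescence read · Benchmarks – high control tunicamycin 10 µg/mL final, low control DMSO vehicle only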
Mdm2-MdmX inh = disrupts the human Mdm2-MdmX interaction; O15151+Q00987; SaOS-2 split-luciferase Mdm2/MdmX complementation, luminescence; inhibition, % at 8 µM; hit rate 3% among 330,000;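 active = inhibition of at least 50% at 8 µM in the primary screen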
NLRP3 yeast inh = NALP3 inhibition in yeast. Yeast reconstituted NLRP3/ASC/caspase-1, beta-gal luminescence, 24 h. inhibition, % at 10 µM. hit rate 0.39% among 330,000. AID 2825;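 active = inhibition of 50% or more; inactive = inhibition below 50%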;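 note: plate controls were induced DMSO wells for no effect and uninduced yeast grown without galactose for full effect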
GRIN3A LBD mod = NR3A (human) ligand-binding domain modulation | Tm shift relative to glycine control, % at 25 µM | AID 1259313 | NR3A LBD differential scanning fluorimetry, Tm shift; 0% = protein alone, 100% = glycine-bound protein | hit rate 2.5% among 340,000;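 active = melting temperature shift of at least 10% of the positive control shift, at one fixed dose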
CHOP UPR activ = apoptotic UPR (CHOP) activation. activation, % at 10 µM. CHO-CHOP luciferase reporter, luminescence; percent of tunicamycin response over DMSO baseline. hit rate 0.34% among 330,000;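 active = at 10 µM dose, activation of 40% or more, normalized to positive control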;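 note: 100% = tunicamycin at 10 µg/mL and 0% = DMSO alone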
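Test system: CHO CHOP reporter cells. Input: 500 CHO-CHOP cells per well. Medium: F12 with 10% FBS. Technique: luciferase luminescence. Measure: percent activation relative to tunicamycin control. Dosing: 10 µM compound, 0.5% DMSO. Timing: 16-18 h cell attachment, then 6 h compound exposure, 37 °C.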
APJ agonist = APJ receptor agonism; AID 2520; P35414; CHO-K1 APJ PathHunter beta-arrestin, luminescence; 0% DMSO wells, 100% apelin; activation, % at 20 µM; hit rate 0.11% among 330,000;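 active = activation more than six SD over the plate average, tested at 20 µM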;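 note: 0% = DMSO alone and 100% = apelin-13 at 10 nM; some results filed as inactive read as strong as hits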
Target sequence (P35414 whole entry, looked up): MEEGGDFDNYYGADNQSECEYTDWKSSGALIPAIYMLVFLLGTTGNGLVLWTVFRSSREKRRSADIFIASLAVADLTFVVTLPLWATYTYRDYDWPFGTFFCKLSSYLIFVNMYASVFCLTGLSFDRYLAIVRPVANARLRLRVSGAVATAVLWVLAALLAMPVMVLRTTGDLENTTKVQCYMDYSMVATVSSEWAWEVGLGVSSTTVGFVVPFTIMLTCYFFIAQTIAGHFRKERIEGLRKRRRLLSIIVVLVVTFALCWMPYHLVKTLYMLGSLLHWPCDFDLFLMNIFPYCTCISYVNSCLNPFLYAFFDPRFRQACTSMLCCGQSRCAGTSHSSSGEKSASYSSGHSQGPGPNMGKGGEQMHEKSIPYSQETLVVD
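system = engineered CHO-K1 APJ arrestin reporter cells | input = 1000 cells per well | timing = overnight seeding, 90 min compound at 25 °C, 1 h detection | measured by = enzyme-fragment complementation luminescence | read-out = beta-arrestin recruitment to APJ as agonist activity, luminescent signal | control set = negative DMSO alone, positive Apelin-13 at 10 nM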
tim10-1 inh = growth inhibitors of tim10-1 mutant yeast; S. cerevisiae tim10-1 ts strain growth, BacTiter-Glo, 24 h; inhibition, % at 20 µM; hit rate 2.2% among 330,000; AID 463190;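 active = inhibition of at least 40%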;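 note: mutant grown at 25 °C; 0% = DMSO wells with yeast and 100% = wells holding no yeast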
Numbers without * were called inactive; x = not tested or not shown.

SMILES	TIM10 inh	tim23-1 inh	XBP1 UPR activ	Mdm2-MdmX inh	NLRP3 yeast inh	GRIN3A LBD mod	CHOP UPR activ	APJ agonist	tim10-1 inh
COc1ccc(CNC(=O)c2n[nH]c3ccccc23)cc1OC	15	27	0	-16	11	0	1.5	2	1
COc1cccc(CN(C)C(=O)c2ccc(COc3ccc(Cl)cc3)cc2)c1OC	2	30	7	18	30	1	6.4	-3	18
O=C(NCCCN1CCOCC1)c1cc(-c2ccccc2)nc2ccccc12	-5	-18	3	-1	8	1	0.3	-5	-1
NC(=O)c1cc(S(=O)(=O)NCCCc2ccccc2)cs1	10	3	-6	-10	9	2	0.7	0	-7
CCOc1ccccc1OCC(=O)NNC(=S)NC1CCCCC1	22	11	-1	13	20	-1	1.2	-4	20
CC(C)CCNC(=O)CN(C(=O)CCC(=O)Nc1nccs1)C1CCCCC1	-19	5	-2	10	3	2	0.5	-1	6
COc1ccc(C(CNC(=O)c2ccc(Br)o2)N2CCN(C)CC2)cc1 (stereo not given)	1	3	-2	2	18	2	0.4	-3	2
O=C(COC(=O)CC1CCCC1)Nc1ccccc1[N+](=O)[O-]	-3	36	-3	-26	23	2	-0.4	-4	-4
O=C1c2ccccc2-c2onc3ccc(NCc4ccco4)c1c23	37	40	6	58*	21	-2	-2.0	7	5
COc1ccc(N2CCN(C(=O)Cc3ccc(OC)c(OC)c3)CC2)cc1	3	13	-2	-30	10	-1	2.7	6	10
Cc1ccc(C)c2nc3sc(C(=O)N4CCCc5ccccc54)c(N)c3cc12	46*	41	-3	1	18	3	-1.6	-17	36
Cc1ccc(-n2ncc3c2CC(C)(C)CC3NC(=O)CCN2CCCO2)cc1 (stereo not given)	0	14	-10	19	12	-3	0.4	1	0
c1ccc(N2CCN(Cc3ccsc3)CC2)nc1	4	14	-4	-2	14	0	0.1	1	1
O=C(Nc1ccccc1)C1CCCN1S(=O)(=O)c1ccc(Br)cc1 (stereo not given)	13	14	-3	14	8	0	-1.0	3	14
Fc1cc(F)cc(NC(=S)NN2CCOCC2)c1	0	9	1	3	-5	-2	-0.1	-2	3
COc1cc(C(=S)N2CCCCC2)ccc1OCC(=O)N1CCCC1	0	15	0	4	-3	3	0.2	0	19
N#C/C(=C\c1ccccc1)C(=O)NC(=O)Oc1ccccc1	9	19	1	13	20	2	-1.2	4	12
Cc1ccc(-c2cc(C(=O)NCCCN3CCOCC3)c3ccccc3n2)cc1C	18	11	2	-20	10	-1	0.9	-1	8
S=c1[nH]cc(-c2ccccc2)[nH]1	-13	9	-1	41	14	2	7.4	1	-10
COc1ccc(CCNC(=O)C2CCN(S(=O)(=O)c3cccs3)CC2)cc1OC	-5	5	-7	11	-2	0	0.1	-1	-7
O=C(CSc1nnnn1-c1ccccc1)NCCCN1CCCC1=O	-5	-11	-4	21	15	0	-0.6	-5	-16
COc1cccc(NC(=O)COC(=O)CCCc2c[nH]c3ccccc23)c1	6	24	0	16	3	4	0.9	1	7
O=C(/C(=C(\O)c1ccccc1)c1ncc[nH]1)c1ccccc1	20	46	-2	8	-1	-1	-1.5	-2	5
O=S(=O)(Nc1nccs1)c1ccc2c(c1)OCCO2	-10	13	-3	12	4	-1	-1.5	-3	4
COc1cccc(N2C(=NC(=O)CCc3ccccc3)SC3CS(=O)(=O)CC32)c1 (stereo not given)	0	0	-1	22	-4	0	2.3	-2	7

Individual results from the results shown.
CC(C)CCNC(=O)CN(C(=O)CCC(=O)Nc1nccs1)C1CCCCC1 @ APJ agonist: -1
COc1ccc(CNC(=O)c2n[nH]c3ccccc23)cc1OC @ CHOP UPR activ: 1.5
Cc1ccc(-c2cc(C(=O)NCCCN3CCOCC3)c3ccccc3n2)cc1C @ NLRP3 yeast inh: 10
O=C(NCCCN1CCOCC1)c1cc(-c2ccccc2)nc2ccccc12 @ APJ agonist: -5
COc1ccc(C(CNC(=O)c2ccc(Br)o2)N2CCN(C)CC2)cc1 (stereo not given) @ Mdm2-MdmX inh: 2
N#C/C(=C\c1ccccc1)C(=O)NC(=O)Oc1ccccc1 @ tim10-1 inh: 12
NC(=O)c1cc(S(=O)(=O)NCCCc2ccccc2)cs1 @ Mdm2-MdmX inh: -10

(continued)
SMILES	TIM10 inh	tim23-1 inh	XBP1 UPR activ	Mdm2-MdmX inh	NLRP3 yeast inh	GRIN3A LBD mod	CHOP UPR activ	APJ agonist	tim10-1 inh
O=C(CCCCCNc1nc(=S)[nH]c2ccccc12)NCCc1c[nH]c2ccccc12	2	-1	0	21	5	1	-1.6	-2	9
O=C(/C=C/c1ccc([N+](=O)[O-])cc1)NCCSc1ccccc1	13	36	-3	11	37	-3	1.0	-3	21
Cc1ccc(NC(=O)c2ccc(Cn3cc(Cl)cn3)o2)c(C)c1	13	36	-2	8	7	x	4.0	5	25
Cc1cccc(NC(=O)CSc2nnc(Cc3ccccc3)o2)c1	16	3	4	7	24	-1	-0.8	-4	3
Cc1nc2sc(-c3ccccc3)cc2c(=O)n1-n1cccc1	-4	-3	-1	-213	52*	-1	1.3	0	4
Cc1ccc(NC(=O)CCCc2nc3ccccc3c(=O)[nH]2)c(Cl)c1	-14	2	1	17	13	1	0.3	-5	-2
CCOC(=O)c1ccc(N2C(=O)c3n[nH]c(C)c3C2c2ccccn2)cc1 (stereo not given)	-12	-6	3	11	9	-1	0.9	-2	-3
CCOc1cc(C2c3c(oc4cc(C)c(Cl)cc4c3=O)C(=O)N2Cc2ccco2)ccc1O (stereo not given)	-1	11	9	14	-2	4	7.1	-2	1
Fc1ccc(-c2nnn(Cc3ccc(F)cc3Cl)n2)cc1	10	38	-1	-2	-5	-1	5.7	-3	25
Cc1ccc(CNC(=O)C2CC(c3ccccc3[N+](=O)[O-])=NO2)o1 (stereo not given)	-12	-14	0	20	14	-2	0.1	-4	-23
CC(C)CN1CCN(Cc2cccn2-c2cccnc2)CC1CCO (stereo not given)	9	-2	-3	-2	2	0	2.1	1	-4
COc1ccc(-c2nn(-c3ccccc3)cc2C(=O)Nc2ccc(C(=O)O)cc2)cc1	13	12	-4	0	-1	-8	1.3	-4	-4
COc1ccccc1/C=C/C=N/N1CCN(c2ccccn2)CC1	15	47	4	-2	20	0	6.3	-2	40
COc1ccc(CCNC(=S)N2CCC(C(N)=O)CC2)cc1	0	-2	-2	-6	-1	-1	-0.4	0	4
CCCCN(C)C(=O)Cn1cnc2sc(C)c(S(=O)(=O)N3CCN(c4ccccc4OC)CC3)c2c1=O	-4	9	-4	10	-11	-1	-0.3	0	7
COC(=O)c1sccc1NC(=O)c1cc(C)on1	2	2	2	-4	2	1	-1.3	-2	9
COc1ccc(C(=O)NCCSc2ccccc2)cc1	5	0	-2	-105	48	-4	-2.3	2	-5
CCN(CC(=O)Nc1ccccc1C(F)(F)F)C(=O)c1ccc(N2C(=O)CCC2=O)cc1	6	1	-1	12	8	-8	1.3	0	-14
NS(=O)(=O)c1ccc(NCc2ccccc2OCc2ccccc2F)cc1	20	17	1	14	9	-16	0.2	-2	31
CCN(CC)S(=O)(=O)c1ccc(OC)c(NC(=S)Nc2cccc(C)c2)c1	25	22	-3	-2	8	x	-1.1	-2	26
COCC(C)NC(=O)c1ccc(CN2CCc3ccccc3C2)cc1 (stereo not given)	0	13	-1	-17	1	0	0.4	1	16
COc1ccc(C(CNC(=O)c2cccc(S(=O)(=O)N3CCOCC3)c2)N2CCCC2)cc1 (stereo not given)	4	6	-1	-3	4	1	0.3	0	3
COc1ccc(/C=N/NC(=O)c2ccncc2)cc1CSc1nc2ccccc2s1	20	18	0	-5	9	0	4.7	3	29
CCCOc1c(Br)cc(C(=O)OCC(=O)NC(=O)c2cccn2C)cc1OC	4	13	0	34	9	0	2.7	-2	10
COc1ccc(C2=NS(=O)(=O)N(C)C(C(=O)Nc3ccc(F)cc3F)=C2)cc1	-2	-1	-1	33	13	0	-0.3	-3	-6
Carrying on.
SMILES	TIM10 inh	tim23-1 inh	XBP1 UPR activ	Mdm2-MdmX inh	NLRP3 yeast inh	GRIN3A LBD mod	CHOP UPR activ	APJ agonist	tim10-1 inh
O=C(CCNS(=O)(=O)c1ccc(Br)cc1)NNC(=O)C1COc2ccccc2O1 (stereo not given)	-2	12	-1	5	17	1	-0.7	2	12
COC(=O)c1ccc(N2CCN(C)CC2)c(NC(=O)c2cccnc2)c1	3	2	3	-12	7	-1	-0.4	1	4
O=C(NNc1cccc(Cl)n1)Nc1cccc(C(F)(F)F)c1	22	13	-3	-2	-4	-3	0.9	3	14
COC(=O)C1=C(C)NC(C)=C(C(=O)OC)C1C(=O)OCC(=O)c1ccc(F)cc1	-22	2	-2	-5	2	0	-2.7	2	10
FC(F)(F)c1ccnc(Oc2ccc(C3=NCCS3)cc2)c1	9	13	4	-66	46	-1	6.9	-4	9
COc1ccc(-c2noc(CCC(=O)NCCCN3CCC(C)CC3)n2)cc1	-14	7	-1	-9	4	-1	-1.0	2	-3
CC1CN(C(=O)CSc2nc(-c3ccc(F)cc3)cs2)CC(C)O1 (stereo not given)	7	0	1	24	7	1	-2.4	-3	-4
COc1ccccc1NC(=O)c1cc(-c2ccc(OC)c(OC)c2)nc2ccccc12	10	-8	4	12	-4	-1	1.8	-2	7
COc1ccc(CC(=O)Nc2cc(NC(=O)Cc3ccc(OC)c(OC)c3)cc(C(=O)O)c2)cc1OC	1	0	-5	25	0	-2	-1.7	-3	-5
Cn1c(=O)c2c(nc(Br)n2C)n(C)c1=O	0	-9	-2	-5	5	-1	-0.8	-3	-6
O=C(CSc1nc2ccccc2[nH]1)N1CCN(S(=O)(=O)c2ccc(Cl)cc2)CC1	11	4	-6	-5	11	-7	-4.4	-2	17
O=C(NCCCn1ccnc1)c1ccc(NS(=O)(=O)c2cccc([N+](=O)[O-])c2)cc1	-10	-12	-5	21	7	0	0.7	-1	-10
Cc1cc(C)nc(SCC(=O)N2CCC(C(N)=O)CC2)n1	5	1	0	21	5	0	-0.3	2	8
CC(=O)n1cc([C@H]2C=C(C(=O)N3CCN(Cc4ccccc4)CC3)O[C@@H](OCc3ccc(CO)cc3)C2)c2ccccc21	9	5	-3	30	25	-2	2.3	1	1
CCCN(CCC)c1nc2ccccc2n2c(C)nnc12	-28	26	3	9	39	2	2.0	-5	24
COc1ccc(NC(=O)/C(C#N)=C/c2ccc(-c3ccc(Cl)c(C(=O)O)c3)o2)cc1	10	6	-1	-5	13	-6	3.5	-3	-10
CCC(NC(=O)Cc1c(C)c2cc3c(cc2oc1=O)OC(C)(C)CC3)C(=O)O (stereo not given)	3	1	-3	9	16	0	0.1	-4	-18
CCOc1ccccc1NC(=O)CSc1c(C)n[nH]c1C	3	-8	0	21	-9	0	-3.2	-4	-2
COc1ccccc1C(=O)NNC(=O)C(=O)Nc1ccc(C)cc1	-29	-37	1	17	23	-1	0.5	4	-44
CCCC1NC(=S)NC(C)=C1C(C)=O (stereo not given)	-6	-2	-2	6	5	-2	-0.8	-3	7

NLRP3 yeast inh, hit marks shown above.
| Structure | XBP1 UPR activ | Mdm2-MdmX inh | NLRP3 yeast inh | GRIN3A LBD mod |
| --- | --- | --- | --- | --- |
| Cc1nc2sc(-c3ccccc3)cc2c(=O)n1-n1cccc1 | -1 | -213 | 52* | -1 |

Rows were taken by chance, and some 8.2% of all compounds hit somewhere here.
